Screens: PubChem BioAssay, Sanford-Burnham Center for Chemical Genomics
TAG inh: inhibitors of triacylglycerol accumulation, primary screen, cell-based, uHTS, fluorescence, H9c2; H9c2 cells, Nile Red lipid (TAG) fluorescence; cells loaded with 200 µM oleic acid; inhibition, % at 12.5 µM; 230,000 compounds, 0.66% hits; AID 651582, 2012;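 active = pattern-corrected inhibition of lipid staining of at least 50% with the nuclear-stain viability signal not falling by more than 50%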;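 note: 0% = DMSO wells and 100% = triacsin C control wells; some results filed as inactive read as strong as hits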
TAG inh DAPI viability: second read-out of TAG inh, no call of its own (marks repeat the call); DAPI nuclei signal change (viability), lower = more cytotoxic, %;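 whole-well DAPI fluorescence read on a plate reader as a viability signal; minus 50 percent equals half of cells still viable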
The depositor's hits bear a star.

SMILES	TAG inh	TAG inh DAPI viability
COc1ccc(CCNC(=O)C2CCN(C(=O)NC3CCCCC3)CC2)cc1	-5.2	4.7
CC(C)(C)n1nnnc1CN(Cc1cccnc1)Cc1ccccc1Cl	-0.6	1.6
O=C(NCc1ccc(S(=O)(=O)NC2CCCCC2)s1)c1ccccc1	-14.9	-6.0
CC[C@@H](NCCCn1ccc(NC(=O)OCc2ccccc2)nc1=O)c1ccccc1	-1.0	-2.6
Cc1cccc(CN2C(=O)N/C(=C/c3ccc(C)s3)C2=O)c1	-10.3	2.0
O=C(COC(=O)c1cc(S(=O)(=O)N2CCOCC2)ccc1Cl)c1ccc[nH]1	-9.3	4.1
Cn1c(CNC(=O)c2ccccc2)nnc1SCC(=O)N1CCN(c2ccccc2)CC1	-10.8	-6.5
Cc1ccc(C)c(NC(=O)C2(C)CCN2C(=O)C(C)C)c1 (stereo not drawn)	-11.4	10.1
Cc1ccc(-c2nnn(C(C)C(=O)N3c4ccccc4CCc4ccccc43)n2)cc1 (stereo not drawn)	16.4	-16.9
O=C(CC(NCc1ccccn1)C(=O)O)Nc1ccccc1Cl (stereo not drawn)	-4.5	4.2
CC(Oc1ccc(Br)cc1)C(=O)N1CCc2ccccc21 (stereo not drawn)	1.3	-6.0
COc1ccccc1NC(=O)C1C2CCCCC21 (stereo not drawn)	6.0	-15.6
CC(NC(=O)c1ccccc1)C(=O)NC1CCCc2ccccc21 (stereo not drawn)	8.8	-2.5
COC(=O)c1ccccc1NC(=O)CSc1nc(C)cc(C)n1	-5.3	-10.5
O=C(CSc1nnc(NC2CCCCC2)s1)N1CCOCC1	-6.9	3.5
O=C(NCCO)/C(=C/c1ccc2c(c1)OCO2)NC(=O)c1ccc(Br)cc1	5.6	-9.8
CN(C(=O)C1CCC(=O)N(CCc2ccc(Cl)cc2)C1)C1CCOCC1 (stereo not drawn)	-0.3	0.4
CN(CC(=O)NCCc1ccc(S(N)(=O)=O)cc1)c1ccccc1	9.3	0.3
Cc1ccc(C)c(NC(=S)N(Cc2ccco2)C(C)c2cccs2)c1 (stereo not drawn)	-9.0	0.5
Cc1ccc([C@H]2N[C@]3(CCCN(Cc4ccc(Br)cc4)C3=O)[C@H]3C(=O)N(C)C(=O)[C@@H]23)cc1	-2.2	-2.5
Nc1ccccc1C(=O)NC(=O)Nc1ccc(Oc2ncc(Br)cn2)c(Cl)c1	-50.9	-1.4
COc1cccc(CN(C)Cc2nc3cc(C(F)(F)F)ccc3c(=O)[nH]2)c1	-5.7	8.9
COCCNC(=O)c1cccc(OC2CCN(Cc3ccccc3OCCO)CC2)c1	-11.3	3.7
N#CC1(CCCN2CCCCC2)c2ccccc2CCc2ccccc21	4.3	2.8
CC(=O)Nc1ccc(-c2nc3c(C)cccc3[nH]2)cc1	-7.6	-11.9

Brought forward from above: 4 entries; new compounds follow.
SMILES	TAG inh	TAG inh DAPI viability
COc1cccc(CN(C)Cc2nc3cc(C(F)(F)F)ccc3c(=O)[nH]2)c1	-5.7	8.9
COCCNC(=O)c1cccc(OC2CCN(Cc3ccccc3OCCO)CC2)c1	-11.3	3.7
N#CC1(CCCN2CCCCC2)c2ccccc2CCc2ccccc21	4.3	2.8
CC(=O)Nc1ccc(-c2nc3c(C)cccc3[nH]2)cc1	-7.6	-11.9
O=c1cc(N2CCN(c3ccccc3)CC2)[nH]c(=O)n1Cc1ccc(F)cc1	-5.4	11.0
CCc1nccn1CCC(=O)N1CCCC(N2CCN(c3ccccc3C)CC2)C1 (stereo not drawn)	7.8	8.2
c1ccc2c(c1)[nH]c1nc(SCCN3CCOCC3)nnc12	8.2	-5.6
O=C(NCCc1c[nH]c2ccccc12)OCCCCOC(=O)NCCc1c[nH]c2ccccc12	-2.5	2.8
O=C(N/N=C\c1cccs1)c1ccccc1-n1cccc1	-4.7	3.1
Cc1ccsc1C(=O)OCC(=O)N1CCN(c2ccccc2)CC1	-6.2	3.7
COc1ccccc1CC1CC(=O)N(c2ccccc2)C1=O (stereo not drawn)	-4.8	0.4
CC(c1ccc(F)cc1)n1c(Cn2ncc3ccccc3c2=O)n[nH]c1=S (stereo not drawn)	-10.5	12.7
Cc1ccc(C)c(-n2cc(CNCCCn3cccn3)c(-c3ccccc3)n2)c1	0.2	14.5
C=CCn1c(NCc2ccco2)nc2ccccc21	-4.0	-7.1
c1ccc(-c2nnc(CN3CCN(C(c4ccccc4)c4ccccc4)CC3)o2)cc1	1.5	2.0
Cc1cccc(N2CCN(C(=S)c3ccc4c(c3)OCO4)CC2)c1	20.6	-11.3
O=C(CC(C(=O)O)C1CCCO1)NCc1ccccc1 (stereo not drawn)	5.5	-13.6
O=C(NCc1ccc(C(F)(F)F)cc1)c1ccc(-c2cccnc2)c2ccoc12	-18.6	5.3
Cc1cccc(NC(=S)NCC(c2cccnc2)N(C)C)c1 (stereo not drawn)	-8.4	0.0
O=S(=O)(c1ccccc1F)N1CCN(CC(O)c2ccccc2)CC1 (stereo not drawn)	-1.7	-16.4
CC1=CC(C)(C)Nc2ccc(OC(=O)C(C)N3C(=O)c4ccccc4C3=O)cc21 (stereo not drawn)	3.6	-12.3
O=c1c(Cl)c(NCCCO)cnn1-c1nc2ccccc2[nH]1	-8.4	4.6
O=C(N/N=C/c1ccncc1)C1CC1(c1ccccc1)c1ccccc1 (stereo not drawn)	-8.5	-4.4
Cc1cccc(Oc2nc(-c3ccncc3)nc3ccccc23)c1	8.3	-6.6
C[C@@H]1CN([C@H](C)CO)C(=O)c2cc(Br)cnc2O[C@@H]1CN(C)C(=O)c1ccccc1	-10.4	-1.2
O=C(Cn1cnc([N+](=O)[O-])c1)Nc1ccc(Cl)cc1Cl	-8.9	4.3
CC(/C=N/NC(=O)c1cc(C2CC2)[nH]n1)=C\c1ccccc1	10.7	-1.5
S=c1[nH]nc(-c2ccc(Cl)cc2Cl)n1-c1ccccc1	-13.7	-0.2
CCOC(=O)Nc1ccc2c(c1)N(C(=O)CCN1CCN(C)CC1)c1ccccc1S2	-3.8	19.7

Overlap with the part before: three compounds; new compounds follow.
SMILES	TAG inh	TAG inh DAPI viability
CC(/C=N/NC(=O)c1cc(C2CC2)[nH]n1)=C\c1ccccc1	10.7	-1.5
S=c1[nH]nc(-c2ccc(Cl)cc2Cl)n1-c1ccccc1	-13.7	-0.2
CCOC(=O)Nc1ccc2c(c1)N(C(=O)CCN1CCN(C)CC1)c1ccccc1S2	-3.8	19.7
CCOc1ccccc1OCC(=O)OC(C)C(=O)Nc1ncc(Cl)cc1Cl (stereo not drawn)	-9.7	-3.8
Cc1cc(C)cc(N2C(=O)CC(n3nc(C)cc3C)C2=O)c1 (stereo not drawn)	14.2	-9.2
CCOC(=O)c1oc2ccccc2c1CN1CCN(c2ccccc2)CC1	-1.0	-1.7
CCOc1ccc(NC(=S)NC23CN4CN(CN(C4)C2)C3)cc1	2.1	5.2
Cc1cc(C)c2c(n1)sc1c(N3CCCCC3)ncnc12	-1.2	14.2
COc1ccc(-c2cc3ncccc3cn2)cc1	-17.3	3.8
COc1ccc(CCNC(=O)C(=O)NCC2OCCN2S(=O)(=O)c2cccs2)cc1OC (stereo not drawn)	14.9	2.7
CS(=O)(=O)N(CC(=O)O)c1cc(Cl)cc(Cl)c1	-2.4	-2.4
CCn1c(/C=C2/C(=O)N(C)c3ccccc32)nc2ccccc2c1=O	-5.8	-9.5
COC(=O)n1c(=O)oc2ccccc21	13.3	-12.4
c1ccc(CCc2nn3c(Cn4nnc5ccccc54)nnc3s2)cc1	23.3	-5.2
CCCCOC(=O)c1cccc(NC(=O)CCC(=O)O)c1	5.4	5.3
CN1/C(=C\C(=O)COC(=O)Cn2nnc(-c3ccccc3)n2)C(C)(C)c2ccccc21	-86.8	16.6
CC(C)c1ccc(Nc2nc(CC(=O)O)cs2)cc1	-14.1	-1.3
NC1=NC(=Nc2ccc(Cl)cc2)c2ccccc21	4.0	-1.1
O=C(NCC1CCCO1)C12CN(Cc3ccccc3)CC1C(c1cccc([N+](=O)[O-])c1)=NO2 (stereo not drawn)	0.4	1.8
Cc1cccc(N2O[C@H]3C=CC2CCCC3)n1	5.6	-11.0
N#Cc1nc(-c2ccc(F)cc2)oc1N1CCCC1	3.5	4.2
Cc1ccc(F)cc1CNC(=O)C1CCC(=O)N(CCCN2CCCC2=O)C1 (stereo not drawn)	9.8	-2.0
C[C@]12c3[nH]c4cc(-c5ccco5)ccc4c3CCN1C(=O)[C@@H](CC(=O)NCCC1=CCCCC1)C[C@@H]2C(=O)N1CCOCC1	22.2	-4.8
Cc1cccc(C(=O)NCC(=O)N2CCN(S(=O)(=O)c3cc(C)ccc3C)CC2)c1	-3.5	3.1
C[C@@H](C(=O)Nc1ccc2ccccc2c1)[C@@H]1C[C@@]1(C)[C@@H](NC(=O)c1cnccn1)c1ccccc1	3.2	-1.3
CN(C)C(=O)N1CCc2ccc([N+](=O)[O-])cc21	1.3	0.2
O=C(Nc1cc(S(=O)(=O)N2CCOCC2)ccc1OCC(F)(F)F)c1ccc(N2CCCC2=O)cc1	22.1	-2.6
CCOc1ccc(S(=O)(=O)NC2CC2)cc1	2.8	2.2
SMILES	TAG inh	TAG inh DAPI viability
Cn1c(C(=O)O)c(CC(=O)NCc2cccnc2)c2ccccc21	-7.4	-8.4
C[C@H](CO)N1C[C@H](C)[C@H](CN(C)CC2CC2)Oc2ccc(NC(=O)CCN3CCOCC3)cc2C1=O	-15.6	0.4
CCOC(=O)N1CCN(C(=S)NC(=O)/C=C/c2ccc(C)cc2)CC1	10.4	-1.7
CN(C)c1ccc(/C=C2\N=C(c3ccc(Cl)c([N+](=O)[O-])c3)NC2=O)cc1	-4.3	-7.1
CS(=O)c1ccccc1-c1nc(-c2cc(C(F)(F)F)cc(C(F)(F)F)c2)no1 (stereo not drawn)	-3.5	5.5
Cc1ccccc1CC1(CO)CCCN(C(=O)c2ccccc2N(C)C)C1 (stereo not drawn)	-4.9	-10.6
COc1ccc2oc(C(=O)Nc3nnc(C)s3)c(C)c2c1	-8.2	9.7
Cc1cccc(CSc2nnc([C@@H]3CCCN3)o2)c1	-2.4	8.7
CCN(C(=O)c1cccs1)c1nc(-c2ccc(OC)cc2)cs1	-40.1	7.7
COc1cc(C(=O)NC(=S)Nc2ccc3c(c2)OCO3)cc(OC)c1OC	0.2	8.6
Cc1cc(C)n(CC(O)COCc2ccco2)n1 (stereo not drawn)	4.6	-9.2
O=C1c2ccccc2CCC12N=NCC2c1ccc(Br)cc1 (stereo not drawn)	-14.9	-6.6
CN(C(=O)c1cccc(S(=O)(=O)N2CCCCC2)c1)C1CCS(=O)(=O)C1 (stereo not drawn)	-14.0	7.9
COc1cc(CNc2ncnc3c2ncn3[C@H]2CN(Cc3cccs3)C[C@@H](CO)O2)cc(OC)c1OC	11.1	3.5
CCOC(=O)C(=Cc1cn(C)c2ccc(S(=O)(=O)N(C)C)cc12)C(=O)OCC	2.2	5.2
O=C(CSc1nc2ncc(Cl)cc2[nH]1)N(Cc1ccccc1)C1CCS(=O)(=O)C1 (stereo not drawn)	3.0	1.7
O=C(COC(=O)c1ccc(S(=O)(=O)N2CCCCCC2)cc1)NCc1ccc(F)cc1	4.2	1.3
CC(C)(C)OC(=O)CNC(=O)c1nc[nH]c1C(=O)N1CCN(c2ccccc2)CC1	12.0	-14.1
CCNc1oc(/C=C/c2ccc(OCC)cc2)nc1C#N	20.4	9.1
[O-][n+]1c(/C=C/c2ccccc2)ccc2ccccc21	27.6	-13.2
O=C(COC(=O)c1n[nH]c2ccccc12)Nc1cccc(S(=O)(=O)N2CCOCC2)c1	6.9	-3.5
Cc1cccnc1CN1CCN(C(=O)c2cc(COc3ccc4ncccc4c3)on2)CC1	-8.9	-16.1
Cc1ccc(OCCC(=O)OC(C)C(=O)Nc2ccc(Cl)cn2)cc1 (stereo not drawn)	-4.3	-7.0
COc1ccc(C)cc1NC(=O)C1CCN(S(C)(=O)=O)CC1	-3.0	-4.6
O=C(Nc1cccnc1)Nc1ccccn1	-2.5	-15.0
SMILES	TAG inh	TAG inh DAPI viability
CCOc1ccc(NC(=O)c2cccc(OC(=S)N3CCOCC3)c2)cc1	17.4	6.1
CCCCC1S/C(=N/N=C/c2cccs2)NC1=O (stereo not drawn)	1.5	13.4
NS(=O)(=O)c1ccc(CNS(=O)(=O)Cc2ccc(Cl)cc2)cc1	-3.2	-2.0
COc1cccc(/C=N/NC(=O)c2cccc([N+](=O)[O-])c2)c1OS(=O)(=O)c1ccc(C)cc1	-61.9	-2.4
CC1(C(=O)NCCC#N)CCN1C(=O)Cc1ccc(-c2ccccc2)cc1 (stereo not drawn)	-5.4	4.1
CCOC(=O)Cc1nn(C(C)C)c(=O)c2ccccc12	2.0	-12.4
O=C(OCc1cn([C@H]2C[C@H](c3ccccc3)N(C(=O)c3cccs3)C[C@@H]2O)nn1)c1ccccc1	-9.5	-5.1
N/C(Cc1cccs1)=N\OC(=O)COc1ccc(Br)cc1Cl	-7.2	2.6
COC(=O)c1ccsc1NC(=O)CS(=O)(=O)c1ccccc1	-10.8	0.8
O=C(CCS(=O)CCC(=O)NCc1ccccc1)NCc1ccccc1	4.5	-34.3
Cc1cccc2c(=O)c(C(=O)NCc3ccc(F)cc3)c[nH]c12	-2.3	2.3

7 of these compounds in a different format:
Under each structure: TAG inh, TAG inh DAPI viability
CCOc1ccc(NC(=O)c2cccc(OC(=S)N3CCOCC3)c2)cc1
    17.4, 6.1
CCCCC1S/C(=N/N=C/c2cccs2)NC1=O (stereo not drawn)
    1.5, 13.4
NS(=O)(=O)c1ccc(CNS(=O)(=O)Cc2ccc(Cl)cc2)cc1
    -3.2, -2.0
COc1cccc(/C=N/NC(=O)c2cccc([N+](=O)[O-])c2)c1OS(=O)(=O)c1ccc(C)cc1
    -61.9, -2.4
CC1(C(=O)NCCC#N)CCN1C(=O)Cc1ccc(-c2ccccc2)cc1 (stereo not drawn)
    -5.4, 4.1
CCOC(=O)Cc1nn(C(C)C)c(=O)c2ccccc12
    2.0, -12.4
O=C(OCc1cn([C@H]2C[C@H](c3ccccc3)N(C(=O)c3cccs3)C[C@@H]2O)nn1)c1ccccc1
    -9.5, -5.1

A portion of the library, so the mix of outcomes need not match the whole.
